Screening data deposited in PubChem BioAssay by National Center for Advancing Translational Sciences (NCATS).
Lamin A splicing: qHTS Assay for Modulators of Lamin A Splicing; HeLa LMNA splicing GFP/RFP minigene ratio, 48 h; Potency, µM (highest dose often 46.1 µM), inactives show at the top dose ratio change, negative = inhibition, most hits filed as inhibitors; 0.01% of 200,000 active; AID 1487, 2009; active means well fitted inhibition curve with a large enough effect in the signal ratio, with a control signal flat, not every such curve was filed as active; inconclusive means small, poorly fitted or top-dose-only effect, or effect the other way, or a change in a side signal; the % refers to the signal ratio; further: potency means the concentration at half of the fitted maximal effect; on the % scale 0 is the no-effect control and ±100 the full control effect
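S3 HeLa cells stably expressing lamin A-EGFP splicing minigene plus DsRed2, 600 cells/well, 48 h compound exposure at 37C. Laser-scanning cytometry; analysed as GFP (500-530 nm)/RFP (575-640 nm) total intensity ratio; 0.5% DMSO vehicle.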
Luc counter: Counterscreen for Luciferase (Kinase-Glo TM) Inhibition; Potency, µM (doses to about 38.3 µM), inactives show at the highest dose activity change, negative = inhibition, most hits filed as inhibitors; 0.28% of 200,000 active; Kinase-Glo luciferase, ATP luminescence, 8 min; further: potency means the concentration at half of the fitted maximal effect; on the % scale 0 is the no-effect control and ±100 the full control effect; nearly all actives have a fitted effect of over 60% in size
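Recombinant Kinase-Glo luciferase, 10 uM ATP (linear range), luciferin; imidazole pH 7.2 / KCl / MgCl2 / Tween / BSA buffer; 8 min RT; luminescence.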
IMPase Li cell: qHTS Assay for Identifying the Cell-Membrane Permeable IMPase Inhibitors: Potentiation with Lithium; 0.35% of 210,000 active; CHO-M1 cells, IP1 TR-FRET (IP-One), carbachol + lithium; Potency, µM (highest dose often 59.4 µM), without a hit: top-dose activity, negative = IMPase inhibition, hits mostly inhibitors;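 further: IP1 builds up when IMPase is blocked and the TR-FRET signal falls; potency means the concentration at half of the fitted maximal effect; plate controls were basal vehicle for no effect and high inhibitor control for full effect; nearly all actives have a fitted effect of over 50% in size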
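Lithium-sensitised IP1 accumulation assay; M1-expressing CHO cells treated 30 min at 37C with compound. Competitive antibody detection by time-resolved FRET followed a 10 min room-temperature lysis step.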
aGal spleen mod: qHTS Assay for Inhibitors and Activators of Human alpha-Galactosidase From Spleen Homogenate; AID 2107, 2009; Potency, µM (doses to about 80 µM), for the others: at the highest dose activity change, negative = inhibition, usual class: inhibitors; Alpha-galactosidase A (Homo sapiens), P06280; 0.008% of 240,000 active; human spleen homogenate, 4MU-alpha-Gal fluorescence, 40 min;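 further: potency means the concentration at half of the fitted maximal effect; 0% = enzyme with vehicle and -100% = no enzyme basal signal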
Target sequence (P06280 32-429 limits assumed): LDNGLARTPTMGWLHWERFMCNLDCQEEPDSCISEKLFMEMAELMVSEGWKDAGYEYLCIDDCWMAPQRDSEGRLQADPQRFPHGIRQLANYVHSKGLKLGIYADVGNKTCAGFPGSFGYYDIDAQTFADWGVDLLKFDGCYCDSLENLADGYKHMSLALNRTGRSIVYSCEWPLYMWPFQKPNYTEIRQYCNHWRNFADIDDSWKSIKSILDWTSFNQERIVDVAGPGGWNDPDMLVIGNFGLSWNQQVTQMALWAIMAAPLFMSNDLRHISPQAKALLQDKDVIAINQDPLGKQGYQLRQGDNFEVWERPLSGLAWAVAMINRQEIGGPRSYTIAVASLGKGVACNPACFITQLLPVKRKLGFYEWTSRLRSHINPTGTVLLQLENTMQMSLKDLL
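Spleen homogenate 1 ug + cpd (titration) + 4-MU-alpha-D-galactopyranoside 1 mM; 37C 40 min; 50 mM citrate/phosphate pH 5.0, 0.01% Tween-20; stop pH 10; fluorescence 365/440; AC50 via Hill.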
Epigenetic derep: Quantitative High-Throughput Screen for Regulators of Epigenetic Control; murine LDR cells, GFP reporter derepression, 30 h; Potency, µM (doses to about 53.9 µM), inactives show at the top dose GFP activation, most hits filed as activators; 0.2% of 280,000 active; AID 1865, 2009; further: potency means the concentration at half of the fitted maximal effect; % of control where 0% means no effect; nearly all actives have a fitted effect of over 60% in size
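In this reporter-derepression format, murine cells bearing a silenced integrated CMV-GFP locus incubate with test compound (30 h, 37 C), then are washed and imaged; fluorescent objects of 20–120 um count as induced cells.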
CBFb RUNX1 block: qHTS Assay for Compounds Blocking the Interaction Between CBF-beta and RUNX1 for the Treatment of Acute Myeloid Leukemia; Potency, µM (doses to about 59.8 µM), inactives show at the top dose activity, negative = inhibition, usual class: inhibitors; AlphaScreen CBFb-His/RUNX1-biotin binding, biochemical; Runt-related transcription factor 1 (Homo sapiens) + Core-binding factor subunit beta …; 230,000 tested, under 10 active; further: % of control where 0% means no effect
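Proteins preincubated together for 20 min at RT before compound addition; 15 min later, nickel and streptavidin beads were added and left 90 min prior to AlphaScreen measurement.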
NPSR antagonist: qHTS Assay for Antagonists of the Neuropeptide S Receptor: cAMP Signal Transduction; Q6W5P4; CHO-NPSR cells, cAMP TR-FRET, antagonist mode; Potency, µM (top dose mostly 38.3 µM), without a hit: top-dose activity change, negative = inhibition, most hits filed as inhibitors; 1% of 220,000 active; AID 1461, 2008; further: potency means the concentration at half of the fitted maximal effect; on the % scale 0 is the no-effect control and ±100 the full control effect; nearly all actives have a fitted effect of over 50% in size; many of its hits are not listed in these tables
Target sequence (Q6W5P4 whole entry, looked up): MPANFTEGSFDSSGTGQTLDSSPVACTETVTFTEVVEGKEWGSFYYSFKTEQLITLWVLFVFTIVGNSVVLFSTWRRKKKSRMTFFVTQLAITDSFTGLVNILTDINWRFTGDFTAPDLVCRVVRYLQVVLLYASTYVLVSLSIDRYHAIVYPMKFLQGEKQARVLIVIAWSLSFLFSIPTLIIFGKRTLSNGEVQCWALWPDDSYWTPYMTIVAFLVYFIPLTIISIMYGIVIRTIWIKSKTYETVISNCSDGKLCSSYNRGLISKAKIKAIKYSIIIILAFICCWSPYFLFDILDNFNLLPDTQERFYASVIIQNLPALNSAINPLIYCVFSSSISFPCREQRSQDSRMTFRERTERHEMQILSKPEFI
Active calls of the source: *; u = inconclusive; x = not tested or not shown; [ ] = another dose, or the depositor's remark. Unless noted, the call rests on the fitted dose curve; in most records, active means well fitted curve in the direction sought with a large enough effect; inconclusive means small, poorly fitted or top-dose-only effect, or another doubt; inactive means no such curve, though single readings can be large; an effect the other way counts as inactive or inconclusive. Not all compounds are listed; the hit share may differ from the screen's.

SMILES	Lamin A splicing	Luc counter	IMPase Li cell	aGal spleen mod	Epigenetic derep	CBFb RUNX1 block	NPSR antagonist
C#CCOCCOCCOCCNc1nc(N2CCOCC2)nc(N2CCN(C(=O)[C@H](Cc3cc4ccccc4[nH]3)n3cc([C@@H](N)Cc4ccc(O)cc4)nn3)CC2)n1	x	x	-1%	-9%	2.3%	-22%	-11%
CCC(CC)C(=O)Nc1cccc(-c2nc3ccccc3o2)c1	-8%	4%	19%[38.3 µM]	-3%	2.3%	-2%	-28%[46.1 µM]
N/C(=N\OC(=O)c1ccc(Br)o1)c1ccccn1	-13%[46 µM]	u	1%	0%	-1.9%	15%	13%
O=C(Cn1cc(/C=N/NC(=O)c2cccc3ccccc23)c2ccccc21)Nc1ccc(F)cc1	x	x	x	-4%	0.0%	4%	-18%
CN(C)CC/C=C1\c2cc(F)ccc2CSc2ccccc21	-5%	-2%	20%	-8%	5.1%	0%	13%
CCN(CC)S(=O)(=O)c1cc(C(=O)OCC(=O)NC(=O)c2cccn2C)ccc1C	6%	-1%	7%	0%	-1.3%	-17%	-11%
Cc1ccccc1Cn1ccc(NC(=O)c2cnn3cccnc23)n1	-4%	2%	7%[38.3 µM]	14%	-0.1%	-3%	u
CCN(CC)S(=O)(=O)c1ccc(/C=C/C(=O)Nc2ccc(N3CCOCC3)cc2)cc1	x	x	x	6%	0.1%	-11%	29%
COC(=O)c1c(C)oc2ccc(OC(=O)N3CCOCC3)cc12	0%	-2%	1%[38.3 µM]	4%	-0.7%	2%	-11%[46.1 µM]
CCOC(=O)C1=C(N)OC2=C(C(=O)CC(C)(C)C2)C1c1ccco1 (configuration not stated)	8%	-1%	19%[38.3 µM]	-1%	0.0%	1%	-10%[46.1 µM]
Nc1nc(SCC(=O)Nc2ccccc2)[nH]c(=O)c1NC(=O)c1cccs1	-5%	-1%	0%	0%	3.4%	1%[2.36 µM]	-1%
O=C(Cc1ccccc1)NN1C(=O)C2C(C1=O)C1C=CC2C12CC2 (configuration not stated)	-9%	-1%	-9%	6%	0.0%	-6%	11%
O=C(Cc1ccccc1)Nc1c(C(=O)N2CCOCC2)cnn1-c1ccccc1	4%	-1%	18%[38.3 µM]	2%	0.0%	-1%	-3%[46.1 µM]
Cc1ccccc1-c1cc(N(C)Cc2ccco2)ncn1	u	x	0%	u	x	x	x
COc1ccc(C(=O)NC(C(=O)NCc2ccccn2)C(C)C)cc1 (configuration not stated)	2%	-2%	-2%[38.3 µM]	9%	0.4%	-5%	-5%[46.1 µM]
O=CN/C=C/c1cc(F)cc(F)c1F	x	0%	10%	-1%	1.1%	-4%	x
Cc1ccc(NC(=S)NNC(=O)c2ccccc2O)c(C)c1	u	3%	14%	2%	-1.1%	-1%	-2%
CCOC(=O)c1c(NC(=O)CN2CCCc3ccccc32)sc(C(C)=O)c1C	-9%	x	x	-17%	-0.9%	-2%	29%[46.1 µM]
c1ccc2sc(SCc3ccc(-c4nnco4)cc3)nc2c1	u	-9%	5%[38.3 µM]	-20%	-0.9%	-1%	-5%[46.1 µM]
CCCOc1ccc2oc(=O)c3c(c2c1)CCCN3C(=O)CN1CCCC(C(=O)OCC)C1 (configuration not stated)	8%	1%	2%[38.3 µM]	3%	-1.1%	4%	-25%[46.1 µM]
O=C(CCCN1C(=O)c2cccc3cccc(c23)C1=O)N1CCN(Cc2ccc3c(c2)OCO3)CC1	-25%	-1%	32%[activator][38.3 µM]	-3%	0.0%	15%	5%[46.1 µM]
COc1ccc2cc(/C(C)=N/NC(=O)c3cc(-c4cccnc4)nc4ccccc34)ccc2c1	2%	-1%	2%	-2%	3.4%	-2%	6%
COC(=O)c1ccc(NC(=O)CSc2nnnn2C2CCCCC2)cc1	-8%	0%	-12%	-2%	-0.3%	19%	-1%[46.1 µM]
CCCn1c(N)c(C(=O)CSc2nc3ccccc3c(=O)n2Cc2ccccc2)c(=O)[nH]c1=O	-16%[46 µM]	2%	u	1%	-6.8%	-23%	-21%

Some of the entries so far, with values under each structure.
Every second line gives: Lamin A splicing | Luc counter | IMPase Li cell | aGal spleen mod | Epigenetic derep | CBFb RUNX1 block | NPSR antagonist
- CCOC(=O)c1c(NC(=O)CN2CCCc3ccccc32)sc(C(C)=O)c1C
 : -9% | x | x | -17% | -0.9% | -2% | 29%[46.1 µM]
- c1ccc2sc(SCc3ccc(-c4nnco4)cc3)nc2c1
 : u | -9% | 5%[38.3 µM] | -20% | -0.9% | -1% | -5%[46.1 µM]
- CCCOc1ccc2oc(=O)c3c(c2c1)CCCN3C(=O)CN1CCCC(C(=O)OCC)C1 (configuration not stated)
 : 8% | 1% | 2%[38.3 µM] | 3% | -1.1% | 4% | -25%[46.1 µM]

The list goes on.
SMILES	Lamin A splicing	Luc counter	IMPase Li cell	aGal spleen mod	Epigenetic derep	CBFb RUNX1 block	NPSR antagonist
COCCCN(C(C)=O)c1nc(-c2ccc(OC)cc2)cs1	-5%	-3%	0%[38.3 µM]	5%	-1.0%	7%	-8%[46.1 µM]
O=C(Nc1cc([N+](=O)[O-])ccc1Cl)c1ccc2c(c1)OCO2	x	-1%	6%	6%	-1.6%	-7%	13%
CC(/C=C/C=C/c1ccccc1)=N/NC(=O)c1ccc2c(c1)OCCO2	x	x	x	-10%	1.3%	11%	-11%
O=C(CN(Cc1ccccc1)C(=O)c1ccco1)NCc1ccc(F)cc1	5%	1%	-15%[38.3 µM]	-5%	-0.7%	1%	-12%[46.1 µM]
Cc1c(NC(=O)C(C)OC(=O)[C@@H](NC(=O)c2ccccc2)C(C)C)c(=O)n(-c2ccccc2)n1C (some centres not stated)	-5%	-1%	5%[38.3 µM]	-3%	-1.5%	-1%	-7%[46.1 µM]
C#Cc1ccc([C@@H]2C=C(C(=O)NCc3ccccc3)O[C@H](OCC)[C@H]2CCCO)cc1	x	x	3%	-5%	0.0%	12%	2%
COc1ccc(C2CC(C(F)(F)F)n3nc(C(=O)O)cc3N2)cc1OC (configuration not stated)	4%	3%	-28%[38.3 µM]	-20%	-1.0%	1%	-7%[46.1 µM]
CCOC(=O)c1c(C)[nH]c(C)c1C(=O)COC(=O)c1ccc(Cl)c(S(=O)(=O)NCc2ccccc2)c1	12%	-1%	36%[activator][38.3 µM]	5%	-5.1%	-10%	-17%[46.1 µM]
CCOC(=O)N1CCN(S(=O)(=O)c2ccc(F)c(C(=O)Nc3cccc(Cl)c3C)c2)CC1	u	3%	3%	-8%	1.0%	-1%	-19%
O=C(O)c1ccc(-n2c(O)c(C=C3N=c4ccccc4=N3)sc2=S)cc1	x	x	x	-4%	2.0%	-8%	20%
CC1(C)N=C(c2ccccn2)C(C)(C)N1O	-5%	-4%	26%[38.3 µM]	-2%	1.5%	1%	4%[46.1 µM]
O=S(=O)(c1ccc(F)cc1)c1nc(-c2ccco2)oc1Nc1ccccc1	-13%	-4%	7%	2%	-1.5%	-19%	-18%
CCOC(=O)c1cc2ccc(OC(=O)c3ccco3)cc2oc1=O	13%	-8%	4%[38.3 µM]	u	-1.1%	14%	-9%[46.1 µM]
CCn1c(CCn2c3ccccc3c3ccccc32)n[nH]c1=S	u	2%	2%	-1%	1.9%	6%	-57%
Cc1ccc(CNC(=O)CCCOc2cc(=O)n(C)c3ccccc23)o1	-17%	2%	6%	5%	-0.9%	1%	-8%[46.1 µM]
CC(C)Sc1nc2c(c(=O)n1-c1ccc(F)cc1)SCC2	1%	0%	30%[38.3 µM]	-2%	0.9%	-6%	13%[46.1 µM]
CCN1CCN(C(=O)/C=C/c2ccc3c(c2)OCO3)CC1	x	-2%	-7%	-5%	0.0%	2%	-18%
O=S(=O)(Nc1ccccc1Cl)c1ccc(F)cc1	-9%	0%	23%[38.3 µM]	5%	2.6%	13%	1%[46.1 µM]
COc1ccc(CCN2CN(S(=O)(=O)c3ccc(OC)cc3)c3nc4ccccc4nc32)cc1	-7%	0%	6%	8%	-1.3%	-9%	-9%
CCCc1sc(N/N=C/c2ccccn2)nc1-c1ccc(F)cc1	u	-3%	11%	-8%	-1.0%	-3%	10µM*
CC(=O)Nc1ccc(NC(=O)c2ccccc2Sc2ccc([N+](=O)[O-])cc2Cl)cc1	u	0%	3%	2%	-1.1%	8%	-4%
CCc1cccc(NC(=O)CS(=O)Cc2nc(-c3ccc(C)cc3)oc2C)c1 (configuration not stated)	-1%	-3%	12%[38.3 µM]	2%	0.8%	-4%	-13%[46.1 µM]
O=C(NC1CCCCC1)C12CC3CC(CC(Cl)(C3)C1)C2	-4%	2%	8%	1%	0.0%	5%	-17%[46.1 µM]
Cc1ccc(CCNC(=O)CCc2nc3ccccc3[nH]2)cc1	-17%	3%	-12%	-1%	-1.0%	25%	11%
CNC(=S)N/N=C/c1c(C)nn(-c2ccc(F)cc2)c1Cl	39%[46 µM]	-1%	11%	-6%	1.1%	-2%	-12%
Nc1nc(-c2c[nH]c3ccccc23)cs1	3%	-7%	27%[38.3 µM]	-15%	-1.0%	-18%	-8%[46.1 µM]
C[C@H](NC(N)=O)C(=O)Nc1ccc(OCc2ccccc2)cc1	13%[46 µM]	0%	10%	8%	0.0%	4%	7%
COc1ccc(-n2c(CCc3ccccc3)nnc2SCC(=O)c2ccc(Cl)cc2)cc1	u	-4%	25%	11%	-1.0%	-3%	-35%
C=CCn1c(N)c(C(=O)OCC)sc1=S	13%	-2%	-3%[38.3 µM]	3%	0.8%	-1%	0%[46.1 µM]
Cc1nc2c(Br)c(C)nn2c2c1CCC2	7%[46 µM]	-2%	-6%	1%	1.1%	-14%	18%
COc1ccc(OC)c(Cc2nnc(CCC(=O)NC3C4CC5CC(C4)CC3C5)o2)c1 (configuration not stated)	x	3%	10%	5%	1.2%	0%	5%
CNc1cccc2c1C(=O)c1ccccc1C2=O	-9%	-9%	6%	-2%	0.0%	x	-15%[46.1 µM]
Cc1cc(-c2ccccc2)nc(N2CCC(C(=O)NC34CC5CC(CC(C5)C3)C4)CC2)n1	-1%	x	x	11%	-1.0%	8%	-21%[46.1 µM]
CS(=O)(=O)N1CCCC(C(=O)NC2CCCCCCC2)C1 (configuration not stated)	-4%	-1%	9%[38.3 µM]	-13%	-3.2%	-1%	-3%[46.1 µM]
CC1CCCC(NC(=O)CN2CCN(Cc3ccc(Cl)cc3)C2=O)C1C (configuration not stated)	-11%	-2%	2%[38.3 µM]	-1%	-1.5%	-1%	-11%[46.1 µM]
